BRCA1 expr up – BRCA1 expression activation. MCF7-BRCA1-FFLuc reporter, luminescence, 48 h; response scale: scaled: vehicle 0%, 10 µM genistein 100%. Potency, µM (highest dose often 46.1 µM), without a hit: at the top dose activation, hits mostly activators. hit rate 1.1% among 380,000. AID 624202; active means well fitted activation curve with a large enough effect; inconclusive means small, poorly fitted or top-dose-only effect; inactive means no such curve, though single readings can be large or run the other way; further: nearly all actives have a fitted effect of over 80% in size; some results filed as inactive show a strong effect at the top dose
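MCF7-BRCA1-FFLuc cells, 2000/well in phenol-red-free MEM, attached 2 h then treated 48 h at 37 C. Luciferase luminescence read 15 min after reagent; normalized to genistein maximum activation (10microM) and DMSO, concentration-response fitted.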
* = called active by the depositor; ? = inconclusive; [ ] = dose if it differs, or a comment. Potency means the concentration at half of the fitted maximal effect. This is a subset, so the mix of outcomes need not match the whole.

SMILES	BRCA1 expr up
C[C@H](CO)N1C[C@H](C)[C@@H](CN(C)C(=O)C2CCOCC2)Oc2ncc(Br)cc2C1=O	15.4%
C=CCN1c2ccccc2[C@]23C[C@@H](C(=O)OC)N(C(=O)OCC)C2=NC(C(=O)OC)=C(C(=O)OC)[C@H]13	3.8%
O=C(NC1CC1)C1=C[C@H](c2coc3ccccc3c2=O)C[C@H](OCCCCO)O1	6.8%
COc1ccc(CCC(=O)Nc2nnc(C)s2)cc1	-0.5%
COc1ccccc1N(C(C)=O)C1=C(Cl)C(=O)c2ccccc2C1=O	-58.2%
COc1ccccc1CC(O)CC1c2c(cc3c(c2OC)OCO3)CCN1C (stereo unspecified)	-23.0%
CCOC(=O)[C@]12CCCC=C1N(Cc1ccc(Cl)cc1Cl)C(=O)[C@H](CC(=O)NCC1CCCCC1)C2	-49.3%
CCCCC1Cc2[nH]c(=S)[nH]c(=O)c2C(c2ccc(Cl)cc2)O1 (stereo unspecified)	-3.1%
COc1ccccc1C=C1CCc2ccccc2C1=O	0.5%
c1ccc(CSc2nnc(NC3CCCCC3)s2)cc1	3.55µM*
COCCCN1CC23C=CC(O2)C(C(=O)OC)C3C1=O (stereo unspecified)	3.4%
CC(=O)c1ccc(NC(=O)CN2CCN(S(=O)(=O)c3ccc4c(c3)OCCO4)CC2)cc1	3.2%

The list goes on, starting with the last two of the part before.
SMILES	BRCA1 expr up
COCCCN1CC23C=CC(O2)C(C(=O)OC)C3C1=O (stereo unspecified)	3.4%
CC(=O)c1ccc(NC(=O)CN2CCN(S(=O)(=O)c3ccc4c(c3)OCCO4)CC2)cc1	3.2%
O=c1c(-c2ccccc2)cocc1-c1ccccc1	?
COC(=O)c1cccc(NC(=O)c2ccc(S(=O)(=O)N(C)c3ccccc3OC)cc2)c1	-25.6%
CC(=O)NC(C)(c1ccccc1)c1nc(-c2ccc(S(C)(=O)=O)cc2)cs1 (stereo unspecified)	-21.9%
CC(C)c1ccc(NC(=O)c2cc(-c3cc(F)ccc3OCC3CCCO3)n[nH]2)cc1 (stereo unspecified)	-31.2%
CN(C)Cc1ccc(-c2nc3cccc4c3n2CCNC4=O)cc1	-69.7%
O=C(CCCn1c(=S)[nH]c2cc3c(cc2c1=O)OCO3)NCCc1ccc(Cl)cc1	7.0%
O=C(NCCN1CCNC1=O)c1ccc2sc([C@@H]3O[C@H](CO)[C@H](O)[C@H](O)[C@H]3O)nc2c1	7.0%
COC(=O)[C@]12CCCCC=C1N(Cc1ccco1)C(=O)[C@H](CC(=O)NCCc1ccccc1OC)C2	-0.6%
O=C(Nc1ccc(-c2nc3ccccc3[nH]2)cc1)C1CCCN(Cc2ccn[nH]2)C1 (stereo unspecified)	?
O=C(NCCCc1ccccc1)c1cccc(NC(=O)C2CCCC2)c1	17.1%
O=C(CCC(C(=O)O)N1C(=O)c2ccccc2C1=O)Nc1ccccc1 (stereo unspecified)	-2.3%
COc1ccc(OC)c(CN2C(=O)c3ccccc3C2c2nnnn2Cc2ccccc2)c1 (stereo unspecified)	13.2%

Random excerpt: 7 compounds from above
SMILES	BRCA1 expr up
COC(=O)c1cccc(NC(=O)c2ccc(S(=O)(=O)N(C)c3ccccc3OC)cc2)c1	-25.6%
O=C(CCCn1c(=S)[nH]c2cc3c(cc2c1=O)OCO3)NCCc1ccc(Cl)cc1	7.0%
O=C(NC1CC1)C1=C[C@H](c2coc3ccccc3c2=O)C[C@H](OCCCCO)O1	6.8%
COc1ccccc1C=C1CCc2ccccc2C1=O	0.5%
O=C(CCC(C(=O)O)N1C(=O)c2ccccc2C1=O)Nc1ccccc1 (stereo unspecified)	-2.3%
CCOC(=O)[C@]12CCCC=C1N(Cc1ccc(Cl)cc1Cl)C(=O)[C@H](CC(=O)NCC1CCCCC1)C2	-49.3%
COC(=O)[C@]12CCCCC=C1N(Cc1ccco1)C(=O)[C@H](CC(=O)NCCc1ccccc1OC)C2	-0.6%

Going on with the list:
SMILES	BRCA1 expr up
O=C(Nc1ccccc1)c1ccccc1NC(=O)c1ccccc1C(=O)O	?
Cn1c(=O)c2cc(NC(=S)NCc3ccccc3F)ccc2n1Cc1ccccc1	3.3%
CC(=NNc1ccc2ccccc2n1)c1ccccc1O	-87.5%[inhibitor]
CC(C)C[C@@H](CNCC(=O)[C@H](C)NC(=O)c1[nH]cnc1C(=O)N[C@H](CN)CC(C)C)NC(=O)c1nc[nH]c1C(=O)N[C@@H](C)C(=O)O	8.8%
O=C1NC(=O)C2(CCCCC2)N1	-6.7%
CCc1ccc2c(c1)NC(=O)C2(C)Cc1ccccc1OC (stereo unspecified)	-42.5%
COc1ccc(N2c3ccccc3CN(Cc3ccccc3)[C@@H](C)[C@H]2Cc2cccnc2)cc1	-56.7%
CC1(C(=O)Nc2ccc(F)c(Cl)c2)Cc2c(-c3ccccc3)ccnc2O1 (stereo unspecified)	-21.0%
CNC(=O)c1cc(NC(=O)N(CCC#N)CCN(C(=O)NC(Cc2ccccc2)C(=O)NC(CC(C)C)C(=O)NC)c2ccccc2)ccc1OC (stereo unspecified)	4.9%
CCOC(=O)C1(C)CCCN(C(=O)c2cccs2)C1 (stereo unspecified)	0.0%
COCCCn1c(=O)/c(=C/c2ccccc2OC(F)F)s/c1=C(\C#N)C(=O)NCCOC	-11.7%
CN(CCC#N)c1ccc(/C=C/c2ccnc3ccccc23)cc1	-7.4%
CCC(CO)Nc1ccn2nc(-c3cccc(Cl)c3)cc2n1 (stereo unspecified)	?
CCOC(=O)N1CCN(C(=O)C[C@@H]2C[C@@]3(C(=O)OCC)CCCC=C3N(Cc3ccco3)C2=O)CC1	17.6%
CC1(C)CC(=O)C=C(c2ccc(COC(=O)c3ccccc3)cc2)C1=O	?
COCCNC(=O)C1(C)CCCN(Cc2cc(-c3ccccc3)n(C)n2)C1 (stereo unspecified)	2.7%
CC(=O)C(C(c1ccccc1)N1CCOCC1)N1CCOCC1 (stereo unspecified)	1.4%
CCc1nc2ccc(C(=O)NCc3cccs3)cn2c1N(CC)CCOC	10.9%
O=C(Cc1ccc(Br)cc1)NO	0.0%
Cn1nc(C(C)(C)C)cc1NC(=O)C1(C)CCN1C(=O)C1(c2ccccc2)CC1 (stereo unspecified)	-9.7%
CN(C(=O)c1cccc(NC(=O)Cc2ccc(NC(=O)C3CCN(S(=O)(=O)c4cccc([N+](=O)[O-])c4)CC3)cc2)c1)C1CCCCC1	8.7%
CCCCNC(=O)c1nc(-c2ccncc2)oc1-c1ccccc1	-6.3%
CCCN1CCC(C)(C(=O)Nc2ccccc2Oc2ccccc2)C1 (stereo unspecified)	-12.6%
COc1cc(NC(C)CCCN)c2nc(C)ccc2c1Oc1ccc(F)cc1 (stereo unspecified)	-8.7%
COC(=O)Cc1ccc(NC(=S)N2CCN(CCO)CC2)cc1	2.0%
Cc1cc(C)cc(C(O)c2ncc(-c3ccccc3Cl)[nH]2)c1 (stereo unspecified)	-18.6%
COc1ccc(C(=O)C(=NN)c2ccccc2)cc1	?
C[C@@H]1CN([C@H](C)CO)C(=O)c2c(c3ccccc3n2C)-c2ccccc2CO[C@H]1CN(C)Cc1ccc(-c2ccccc2)cc1	16.9%
CCOc1ccc(-c2cc(C(=O)NCc3cc(C(F)(F)F)cc(C(F)(F)F)c3)[nH]n2)c(C)c1	-4.7%
O=C(NCC1CCCO1)c1ccccc1NS(=O)(=O)c1ccc(Br)s1 (stereo unspecified)	3.7%
Cc1cc(O)cc2c1C1CCC3(C)C(O)CCC3C1C=C2 (stereo unspecified)	2.0%
CCCOc1ccc(F)cc1-c1cc(C(=O)Nc2ccc(C(C)C)cc2)[nH]n1	-16.4%
NC(Cc1ccccc1)c1csc(Nc2cc(Oc3ccccc3)ncn2)n1 (stereo unspecified)	-20.6%
O=C(CCCCn1ccc(=O)[nH]c1=O)Nc1ccc(O)c(C(=O)O)c1	-24.4%
O=C(OCC(=O)N1CCN(C(=O)COC(=O)c2ccccc2NCCO)CC1)c1ccccc1NCCO	6.0%
N#CCc1c(C#N)c(N)nc(N2CCOCC2)c1C#N	-38.1%
Cc1cc2nc(C(C)(C)C)c(Cc3cccc(F)c3)n2c(C)c1Br	7.0%
CCc1nc2c(OCC(=O)c3ccc(Cl)cc3Cl)cccn2c1N(C)C(=O)c1ccncc1	20.8%
CN(Cc1ccc(OC(F)F)cc1)C(=O)c1cccc(S(=O)(=O)N2CCN(Cc3ccccc3)CC2)c1	-38.9%
COc1ccc(-n2c(N)cc(=O)nc2SCC(=O)NC2CCCCC2)cc1	-1.0%
Oc1ccc(Cc2ccccc2)c2cccnc12	-82.7%
CCOC(=O)CSc1nnc(C)c(C)n1	13.2%
COc1cccc(C(C)(O)c2nc(-c3cc(F)cc(F)c3)cs2)c1 (stereo unspecified)	-20.5%
Cn1c(=O)c2cc(NC(=O)CCc3cccnc3)ccc2n1Cc1cccc(C(F)(F)F)c1	0.0%
CC1Oc2ccc(C#N)cc2N(Cc2cccc(F)c2)C1=O (stereo unspecified)	12.4%
COc1ccccc1-c1cc(NC=O)c2ncc(-c3cccc(C(F)(F)F)c3)n2c1	-61.3%
OC(c1cccc(CN2CCCCC2)c1)c1ncc(-c2cccc(C(F)(F)F)c2)[nH]1 (stereo unspecified)	12.3%
CC(=NNc1nc2ccccc2s1)c1ncccn1	-58.9%
C[C@H](CO)N1C[C@H](C)[C@H](CN(C)S(=O)(=O)c2ccccc2F)OCc2cnnn2CCCC1=O	12.4%
CSc1nc2ccc(NC(=O)CS(=O)(=O)c3ccccc3)cc2s1	77.5%
CCn1cc(C(=O)NC2CCCCCC2)c(=O)c2cc(S(=O)(=O)N3CCCCC3)ccc21	6.6%
O=C(Cc1ccc(NC(=O)C2CCCN(C(=O)C3CCCCC3)C2)cc1)Nc1cccc(C(=O)N2CCCCC2)c1 (stereo unspecified)	5.4%
Cc1cccc(S(=O)(=O)NC(=O)C2(C)CCN2C(=O)CC2CCCCC2)c1 (stereo unspecified)	5.8%
COc1ccc(NC(=O)CSc2nnc3n2CCCCC3)cc1OC	-3.3%
COc1cc(/C=C/C(=O)OCC(=O)Nc2ccc3[nH]c(=O)[nH]c3c2)ccc1OC(F)F	-4.1%
COc1cccc(C2C(C(=O)c3cc4ccccc4o3)=C(O)C(=O)N2CCN(C)C)c1OC (stereo unspecified)	-7.1%
COc1cccc(-c2cnc(C(O)c3ccccc3)[nH]2)c1 (stereo unspecified)	11.2µM*
Cc1ccc(S(=O)(=O)NN=C2CC(C)(C)OC2(C)C)cc1	5.3%
COc1ccc(NC(=O)c2cc(C3CCCCN3C(=O)Cc3ccc(N(C)C)cc3)on2)c(C)c1 (stereo unspecified)	-22.1%
COc1ccc(C(=O)/C=C/c2ccccc2OC)c(OC(=O)c2ccc([N+](=O)[O-])cc2)c1	-18.7%

(listing goes on)
SMILES	BRCA1 expr up
NC(CCC(=O)NC(CS)C(=O)NCC(=O)O)C(=O)O (stereo unspecified)	5.2%
CC(=O)Nc1nc2[nH]ccc2c(=O)[nH]1	-4.5%
CCOC(=O)N(C)c1c(CC)nc2c(OCc3cccc(Cl)c3)cccn12	-11.4%
N#Cc1nc(N)nc(N2CCCCC2)n1	-34.5%
C[n+]1ccc(/C=C/c2ccc3c(c2)OCO3)c2ccccc21	10.6%
O=Nc1c(O)cc(O)c2ccccc12	-9.6%
CN(C(=O)c1cccc(NC(=O)Cc2ccc(NC(=O)C3CCN(C(=O)C4CCC4)CC3)cc2)c1)C1CCCCC1	-9.3%
CCOC(=O)[C@]12CCCC=C1N(Cc1cccc3ccccc13)C(=O)[C@H](CC(=O)N1CCCC1)C2	0.0%
CCCNC(=O)C1(C)CCN(C(=O)c2ccc3c(c2)CCO3)C1 (stereo unspecified)	28.7%
CC(=NNc1nc2ccccc2s1)c1ccncn1	-65.4%
COCOCCn1cc(CN2CCS(=O)(=O)N(Cc3ccc(-c4cccc(CO)c4)cc3)C(CC(C)C)C2=O)nn1 (stereo unspecified)	-12.0%
COC(=O)C1=C(C)N(CCCC(=O)O)C(=O)NC1c1ccc([N+](=O)[O-])cc1 (stereo unspecified)	-5.9%
CCc1nc2ccc(C(=O)N3CCCCC3)cn2c1N(C)CCCc1ccccc1	-8.7%
CSc1ccc(Cn2c(C)c(C(=O)NCc3cccc(C)c3)sc2=O)cc1	12.6%
O=S(=O)(c1cccnc1)N1CCCC(Nc2ccc(F)c(F)c2)C1 (stereo unspecified)	-42.4%
C[C@@H]1CN([C@H](C)CO)C(=O)CCCn2nncc2CO[C@@H]1CN(C)C(=O)Cc1ccccc1	5.0%
CCOC(=O)c1cc(-c2ccccc2)nn1CC1CC(c2ccc(Cl)cc2)=NO1 (stereo unspecified)	-4.6%
COc1ccc(CNC(=O)c2sc(=O)n(Cc3ccc(-c4ccccc4)cc3)c2C)cc1OC	-18.0%
Cc1cc(C)nc(NN=CC2=C(N3CCOCC3)/C(=C/c3ccc(Cl)cc3)CC2)n1	-52.3%
COc1ccc(C(=O)CN2CCN(CCN3C(=O)c4cccc5cccc(c45)C3=O)CC2)cc1	4.5%
COc1ccc(Cc2c(-c3ccc(F)cc3)nc3c(C)cc(Br)cn23)c(C)c1	-47.1%
OC[C@@H]1CN(Cc2ccco2)C[C@H](n2cnc3c(N4CCOCC4)ncnc32)O1	11.6%
CC(C)CC(CO)N1CCN(C(=O)c2cccc(Cl)c2)CCC1=O (stereo unspecified)	24.3%
O=C1C2CCCCN2C(=O)N1CCN1CCN(c2cccc(Cl)c2)CC1 (stereo unspecified)	8.0%
C[C@H](NC(=O)/C=C/[C@H]1O[C@@H](n2ccc(=O)[nH]c2=O)[C@H](O)[C@@H]1O)C(=O)O	-5.0%
COc1ccc(NC(=O)Nc2ccc3c(c2)C(=O)N([C@H](C)CO)C[C@@H](C)[C@@H](CN(C)C(=O)C2CCCCC2)OCCCC[C@H](C)O3)cc1	-9.7%
CC(C)C[C@@H](CN)NC(=O)c1nc[nH]c1C(=O)N[C@@H](CC(C)C)C(=O)CNC[C@H](C)NC(=O)c1nc[nH]c1C(=O)N[C@@H](CC(=O)O)C(=O)O	3.2%
Fc1ccc(-c2nc3ccc(Cl)cn3c2Cc2cccc(Cl)c2)cc1	16.5%

Screens (PubChem)
